sEH inh: soluble epoxide hydrolase inhibitors, primary screen, biochemical, human sEH. recombinant human sEH enzymatic activity assay. inhibition, % at 2 µM. actives 0.34% (n = 91,000); in the data active = inhibition above about 80%; note: values of inactives mirror those of a sister screen read the other way; many of its hits are not listed in these tables
E coli WT exp: growth inhibitors of wild-type E. coli, primary screen, strain BW25113, expanded library, OD600. OD600 absorbance. growth inhibition, % at 100 µM. actives 0.15% (n = 98,000);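 active = growth inhibition above about 50% at one test dose, limit read from the data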;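 note: growth measured after 20 h incubation at 37 °C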
S1P2 blocker: human S1P2 receptor antagonists, primary screen, cell-based | cell-based S1P2 antagonist assay, inhibition at 5 uM | Sphingosine 1-phosphate receptor 2 (Homo sapiens), O95136 | inhibition, % at 5 µM | actives 0.21% (n = 97,000); in the data active = inhibition above about 45%;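 note: CRE beta-lactamase reporter cells expressing human S1P2 stimulated with S1P; 0% = agonist at EC80 alone and 100% = agonist plus reference antagonist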
sEH activator: soluble epoxide hydrolase activators, primary screen, biochemical, human sEH; Bifunctional epoxide hydrolase 2 (Homo sapiens), P34913; activation, % at 2 µM; actives 0.04% (n = 91,000); purified human sEH enzymatic activity, activator screen; AID 717, 2007; in the data active = activation above about 37%; note: values of inactives mirror those of a sister screen read the other way
Mac1 fbg inh: inhibitors of CD11b/CD18 adhesion to fibrinogen, primary screen, K562 cells, luminescence; AID 1497, 2009; ATPlite luminescence; Mn2+ added to activate the integrin; inhibition, % at 10 µM; actives 0.54% (n = 93,000);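 active = primary inhibition of 50% or more at 10 µM, then 40% or more on retest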; note: some results filed as inactive read as strong as hits
Target sequence (P05107 whole entry, looked up, other chains not shown): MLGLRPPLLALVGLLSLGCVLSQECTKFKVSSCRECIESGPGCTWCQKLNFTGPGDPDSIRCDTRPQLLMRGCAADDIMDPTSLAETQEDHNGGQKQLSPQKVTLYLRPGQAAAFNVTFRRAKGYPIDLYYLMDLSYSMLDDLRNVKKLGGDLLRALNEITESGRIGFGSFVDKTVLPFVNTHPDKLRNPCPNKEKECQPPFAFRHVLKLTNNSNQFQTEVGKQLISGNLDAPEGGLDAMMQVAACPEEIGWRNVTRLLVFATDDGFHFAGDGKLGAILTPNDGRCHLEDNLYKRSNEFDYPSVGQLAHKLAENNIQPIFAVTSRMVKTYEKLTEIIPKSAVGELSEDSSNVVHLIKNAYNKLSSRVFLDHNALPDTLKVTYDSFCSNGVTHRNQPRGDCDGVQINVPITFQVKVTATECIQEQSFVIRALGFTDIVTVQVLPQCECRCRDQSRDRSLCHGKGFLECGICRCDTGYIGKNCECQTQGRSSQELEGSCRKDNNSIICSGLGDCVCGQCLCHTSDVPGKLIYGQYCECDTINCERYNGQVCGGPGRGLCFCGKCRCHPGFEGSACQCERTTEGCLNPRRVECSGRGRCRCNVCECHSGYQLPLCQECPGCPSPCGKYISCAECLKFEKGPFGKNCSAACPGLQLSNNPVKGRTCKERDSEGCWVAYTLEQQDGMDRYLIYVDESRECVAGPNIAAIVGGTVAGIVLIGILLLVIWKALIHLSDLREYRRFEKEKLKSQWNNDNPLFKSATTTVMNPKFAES
S1P2 agonist: S1P2 receptor agonists, primary screen, cell-based. S1P2-expressing cell line, agonist reporter read-out. actives 0.46% (n = 97,000). activation, % at 4.5 µM. Sphingosine 1-phosphate receptor 2 (Homo sapiens), O95136; in the data active = activation above about 16%;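 note: 0% = vehicle low control and 100% = maximal reference agonist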
PostGolgi ctrl: growth inhibition of yeast control strain, primary screen, counter-screen for post-Golgi transport modulator project | efflux-deficient yeast background strain, growth absorbance A615, 16 h | inhibition, % at 10 µM | actives 5% (n = 98,000)
PostGolgi yeast: phenotypic screen on post-Golgi transport, primary screen | actives 0.9% (n = 98,000) | AID 739, 2007 | inhibition, % at 10 µM | post-Golgi transport phenotypic cell assay;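 note: yeast cells grown in 1536-well plates; yeast grown about 18 h at 30C before absorbance read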
PLAP act: PLAP enzyme activators, biochemical, luminescence, HTS; activation fold at 20 µM; Alkaline phosphatase, placental type (Homo sapiens), P05187; purified PLAP enzyme, luminescent substrate read-out; hits give high values; actives 1.2% (n = 96,000); in the data active = activation fold above about 2
The depositor's hits bear a star; nt = not tested or not shown. Cut-off read from the data, not from the text of the source, unless noted: active = inhibition above about 30%; inactive = the rest.

SMILES | sEH inh | E coli WT exp | S1P2 blocker | sEH activator | Mac1 fbg inh | S1P2 agonist | PostGolgi ctrl | PostGolgi yeast | PLAP act
O=C(C1CCN(S(=O)(=O)c2cccnc2)CC1)N1CCN(c2ccccc2Cl)CC1 | -10 | -1 | 2 | 8 | -4 | 2 | -1 | -1 | 1.4
CCOCCCNc1nc2c([nH]1)c(=O)n(C)c(=O)n2C | -1 | -9 | 19 | 0 | 15 | -2 | 7 | 0 | 1
O=C(COc1ccc(S(=O)(=O)NC2CCCCC2)cc1)Nc1ccc2c(c1)OCCO2 | 26 | -15 | 12 | -27 | -2 | -5 | 20 | 0 | 1.3
CC1Cc2cc(/C(O)=C3/C(=O)C(=O)N(CCCn4ccnc4)C3c3cccnc3)ccc2O1 (stereo not drawn) | -3 | 2 | -10 | 3 | nt | -6 | 5 | -2 | 0.9
COc1cc(-c2nn3c(-c4ccccn4)nnc3s2)cc(OC)c1OC | nt | -7 | nt | nt | -9 | nt | 4 | 5 | 0.8
N#Cc1c2c(c(-c3ccccc3)[nH]c1=O)CCCC2 | 1 | -12 | -6 | -3 | -2 | 0 | 3 | -3 | 0.9
O=C(N/N=C/c1ccc([N+](=O)[O-])s1)c1cccc(Br)c1 | 59 | nt | -1 | -59 | nt | -4 | nt | nt | nt
O=C(NCc1ccco1)c1cc2n(n1)C(C(F)(F)F)CC(c1ccc(Br)cc1)N2 (stereo not drawn) | 0 | -4 | 0 | -1 | 0 | -5 | 2 | 1 | 0.8
Cc1ccc(CNC(=O)c2csc3c2CCCCC3)cc1 | 31 | -6 | -13 | -32 | 14 | -4 | 23 | -5 | 1
CC(C)CSc1nc2c(=O)[nH][nH]c(=O)c2n1Cc1ccccc1 | -1 | nt | -16 | 1 | nt | -4 | nt | nt | nt
COC(=O)C1C(=O)C2=C(CC1C)NC(C)=C(C(=O)OCc1ccc(OC)cc1)C2c1ccc(C)o1 (stereo not drawn) | -1 | -13 | -13 | 4 | 6 | -2 | 4 | -3 | 1.5
Brc1ccc(Sc2cnc3ccccc3n2)cc1 | 0 | 4 | -23 | 0 | -7 | -3 | -4 | 18 | 0.9
CCOc1ccc(N/C=C/C(=O)c2ccc3ccccc3c2)c([N+](=O)[O-])c1 | -14 | -19 | 3 | 11 | 11 | -3 | 0 | 0 | 0.7
CC(=O)N1c2c(cc(Br)cc2S(=O)(=O)N2CCN(c3ccccn3)CC2)CC1C (stereo not drawn) | 13 | -3 | -8 | -14 | 4 | -2 | 0 | 1 | 1.7
COc1ccc(NC(=O)c2c(NC(=O)CNCc3ccco3)sc3c2CCC3)cc1 | 6 | -3 | -2 | -5 | 3 | -4 | -3 | 0 | 1.8
CCOc1cc(C2C(C#N)=C(N)Oc3n[nH]c(C)c32)ccc1OCCN1CCOCC1 (stereo not drawn) | 10 | 0 | 11 | -11 | 2 | -10 | 2 | 5 | 1.6
O=C(Nc1nnc(CC2=CCCCC2)s1)c1cccs1 | 30 | -16 | -12 | -27 | -6 | -3 | 18 | -5 | 0.9
N#Cc1c(NC2CCCCC2)nc(-c2ccco2)c2c1CCCC2 | -12 | -12 | -5 | 11 | 6 | 6 | 12 | 4 | 1.1
Cc1cc(Br)ccc1OCCCCNC(C)(C)C | 4 | 16 | 27 | -4 | -1 | -7 | 5 | -1 | 1
CCN1CCc2nc(NC(=O)c3ccccc3)sc2C1 | 16 | 8 | -1 | -14 | -2 | -3 | 4 | 1 | 0.9
Cn1c(C(=O)NCc2cccs2)cc2c(=O)n(C)c3ccccc3c21 | nt | -5 | 0 | nt | 3 | -2 | 8 | -5 | 0.9
CCC(C(=O)c1ccc(O)cc1)c1ccccc1 (stereo not drawn) | 9 | 14 | 4 | -10 | 17 | -1 | 36* | 1 | 1
COc1ccc(CNC(=O)C(OC(C)=O)c2ccccn2)cc1 (stereo not drawn) | 2 | 3 | -6 | -2 | 23 | -3 | 8 | 7 | 1
Cc1ccccc1OCC1Cc2c(nc(N)c(C#N)c2N)O1 (stereo not drawn) | -1 | -5 | -15 | -1 | 12 | 1 | 13 | 2 | 1
COc1ccc(OC)c(NC(=O)CCCN2C(=O)C3C4C=CC(C4)C3C2=O)c1 (stereo not drawn) | -10 | -3 | 6 | 11 | 0 | -2 | -2 | 3 | 1.2
COCCNC(=O)c1cc2c(-c3ccc(Cl)cc3)nn(C)c2s1 | -9 | -2 | -2 | 7 | 4 | 2 | 16 | 8 | 1.4
O=C(CSCc1ccccc1)Nc1ccc(S(=O)(=O)N2CCOCC2)cc1 | 48 | -3 | 14 | -49 | nt | -4 | 2 | -13 | 0.8
CCOC(=O)c1cc(-c2ccco2)nc2c1c(C)nn2-c1ccccc1 | 7 | -7 | -15 | -5 | 4 | -1 | 15 | -9 | 1.5
Cc1ccc2nc(NC(=S)NC(=O)c3cccs3)sc2c1 | 9 | -25 | 4 | -6 | nt | 1 | -7 | -7 | 1.2
CCCNS(=O)(=O)c1ccc(OCC(=O)NCc2ccco2)cc1 | 3 | 2 | -8 | -2 | nt | 0 | 23 | -5 | 0.9
CN=C1SC(CC(=O)Nc2ccc(C(C)=O)cc2)C(=O)N1C (stereo not drawn) | 34 | nt | 5 | -31 | nt | 0 | nt | nt | nt
CC(C)C(C(=O)Nc1cccnc1)N1C(=O)c2ccccc2C1=O (stereo not drawn) | 5 | -1 | -1 | -10 | -3 | 0 | 1 | 9 | 0.9
Nc1cc(C2CCCC2)nn1-c1ccccc1 | nt | -1 | 11 | nt | 34 | -1 | 2 | -4 | 0.9
c1ccc(Nc2n[nH]nc2-c2ccccc2)cc1 | 10 | 5 | 5 | -10 | 12 | -5 | -6 | -14 | 1.7
COc1ccccc1CNC(=O)c1ccc(OCc2c(C)noc2C)c(OC)c1 | 6 | -2 | -10 | -8 | 4 | 0 | 11 | 15 | 0.9
O=C(COC(=O)c1n[nH]c2ccccc12)NC(=O)NC1CCCC1 | 4 | 2 | -8 | -5 | -6 | -4 | 2 | 7 | 1.7
COc1ccc(S(=O)(=O)N2CCC(C(=O)Nc3cccc(Cl)c3)CC2)cc1OC | 10 | -1 | 7 | -10 | -6 | -3 | -2 | -2 | 0.9
CCCNc1nc2c(c(=O)n(C)c(=O)n2C)n1CCC(C)C | -10 | 1 | 8 | 8 | 19 | -6 | 8 | 23 | 1.2
Cc1cc(C)cc(N(CC(=O)NC2CCCCC2)C(=O)c2ccc(C)s2)c1 | 7 | -9 | -20 | -4 | nt | -9 | 15 | -4 | 1.1
O=C(O)c1ccc2c(c1)C(=O)N(C(Cc1ccccc1)C(=O)O)C2=O (stereo not drawn) | 6 | 0 | -1 | -6 | -4 | -4 | 3 | -12 | 1.1
CSc1ccccc1C(=O)Nc1nccs1 | -4 | 4 | -14 | 6 | 25 | 4 | 5 | -8 | 1.3
CC1Cc2ccccc2N1C(=O)COC(=O)CNC(=O)c1ccc(Br)o1 (stereo not drawn) | -7 | 1 | -5 | 6 | 0 | -4 | 5 | 7 | 1.1
COC(=O)c1ccc(CSc2nnc(Nc3ccc(C)cc3)s2)o1 | 7 | 1 | -3 | -8 | 7 | -7 | 5 | -7 | 0.9
O=C(c1sc2ccccc2c1Cl)N(Cc1ccccc1)C1CCS(=O)(=O)C1 (stereo not drawn) | 5 | -17 | 14 | -5 | 9 | -4 | 23 | -15 | 1.2
O=C(Cc1nc2ccccc2[nH]1)NCc1ccco1 | -17 | 10 | 2 | 16 | 0 | 0 | 21 | 0 | 1
CCC(=O)Nc1ccc(C(=O)N/N=C/c2cccnc2)cc1 | 6 | -3 | 0 | -5 | nt | -3 | -8 | -8 | 1.1
Cc1ccc(CSc2nnc(-c3ccco3)o2)cc1 | 3 | 15 | 9 | -5 | -2 | -10 | -2 | 4 | 1.1
Cc1cc(NC(=O)c2cc(S(=O)(=O)N3CCCCC3)ccc2C)n(-c2ccccn2)n1 | 2 | -3 | -5 | 0 | -13 | -1 | 28 | -1 | 1.4
Cc1ccc(NC(=O)CCC(=O)OCC(F)(F)C(F)F)cc1 | 2 | 3 | -6 | -1 | -12 | -3 | -2 | 26 | 0.9
Fc1ccc(-c2ccnc3nc(-n4cccc4)nn23)cc1 | 2 | -1 | 1 | 0 | 21 | -9 | 9 | 5 | 1
Cc1cccc2cc(CN(Cc3ccccc3)C(=O)N3CCOCC3)c3nnnn3c12 | 0 | nt | 2 | 2 | nt | -7 | nt | nt | nt
O=C(CCc1nc(-c2ccc(Cl)cc2)no1)OCc1ccc(Br)cc1 | -2 | nt | -21 | 4 | nt | 0 | nt | nt | nt
Cc1ccc2c(c1)CCCN2C(=O)c1c(C)noc1C | 3 | 1 | -20 | 2 | -6 | 2 | 11 | -15 | 1.2
C/C(=N/NC(=O)c1ccccn1)c1ccco1 | -4 | -4 | 17 | 3 | 2 | -1 | 1 | 17 | 1.2

Assay outcomes deposited in PubChem by several laboratories.
